# HTR2A ag: mouse Htr2a agonists via beta-arrestin recruitment, primary screen, cell-based, luminescence; 5-hydroxytryptamine receptor 2A (Mus musculus), P35363; CHO-K1 mHTR2A beta-arrestin complementation; percent of 30 µM serotonin response; activation, % at 7.6 µM; 360,000 compounds, 0.66% hits;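 active = activation above a run cutoff, the mean activation of all tested compounds plus 3 SD, cut at about 14% in these data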;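 note: 0% = plate median of compound wells and 100% = 30 µM serotonin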
# PDI turbidity: inhibitors of human PDI, primary screen, biochemical, turbidity, single point, plate reader. Protein disulfide-isomerase (Homo sapiens), P07237. PDI insulin aggregation turbidity, A650, 90 min. inhibition, % at 10 µM. 350,000 compounds, 0.052% hits. AID 588391, 2011;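 active = mean inhibition across replicates of 30% or more, whatever share of single replicates reach that level; inconclusive = mean inhibition below 30% while every single replicate reaches 30%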;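 note: absorbance from insulin aggregation driven by PDI reduction with DTT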
# MC4R barr agon: MC4R agonists recruiting beta-arrestin, primary screen, cell-based, luminescence, agonist arm of biased-ligand search; Melanocortin receptor 4 (Homo sapiens), P32245; U2OS MC4R beta-arrestin complementation; percent of melanotan II response, DMSO zero; activation, % at 8.9 µM; 360,000 compounds, 0.98% hits; AID 540308, 2011;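 active = activation above a per-plate cutoff, the mean activation of sample wells on that plate plus 3 SD, cut at about 8% in these data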
# ABCB6 inh 2: ABCB6 transporter inhibitors, primary screen, K562-ABCB6 cells, flow cytometry, MLPCN library. K562-ABCB6 porphyrin accumulation, 1 h; active compounds read low. fluorescence ratio to DMSO, % at 10 µM. 360,000 compounds, 0.19% hits. AID 602162, 2011;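 active = fluorescence ratio to DMSO below 75%, the collection mean minus 3 SD; inconclusive = too few cells collected in the well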;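 note: signal is porphyrin accumulated inside mitochondria; 100% equals median channel fluorescence of DMSO control wells; lower ratio means ABCB6 inhibition with less porphyrin fluorescence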
# CaV13 ICDI inh: Primary screen for inhibitors of IQ motif and Ca2+-dependent inactivation inhibitor domain binding in CACNA1D, Förster resonance energy transfer in living cells, … | HEK cells, CFP/YFP FRET ICDI-IQ, plate reader, 10 min; percent FRET-ratio fall versus neutral wells | inhibition, % at 12.3 µM | 340,000 compounds, 0.098% hits;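 active = mean replicate inhibition of at least 30% and at least 1% of replicates passing that level; inconclusive = only one of the two criteria is met; inactive = neither criterion is met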;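 note: 0% = median of the neutral control wells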
# MC4R antagonist: MC4R antagonists of cAMP signaling, primary screen, cell-based, TR-FRET, antagonist arm of biased-ligand search. 360,000 compounds, 0.48% hits. Melanocortin receptor 4 (Homo sapiens), P32245. MC4R-expressing cells, MTII-stimulated cAMP, LANCE TR-FRET. inhibition, % at 6.5 µM;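 active = inhibition above its plate's cutoff, the mean of tested wells on that plate plus 3 SD, cut at about 29% in these data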;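 note: 0% = Melanotan II alone and 100% = Melanotan II plus saturating MCL0020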
#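 material = U2OS cells stably expressing human melanocortin 4 receptor (MC4R) | also added = Melanotan II challenge | dosing = single nominal compound dose of 6.5 µM | detection = TR-FRET with Eu-cAMP and labeled anti-cAMP, 671 nm | replication = singlicate | timing = compound 30 min, challenge 1 h, detection 1 h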
# H9c2 protect: cardioprotection against H2O2-induced cell death, primary screen, uHTS, H9c2 cells, ATPLite luminescence | H9c2 cardiomyocytes, H2O2 injury protection, 2 h | protection from H2O2 cell death, % at 20 µM | 360,000 compounds, 0.63% hits | AID 588492, 2011;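 active = compounds giving at least 50% protection of heart cells from peroxide-induced death in the single-dose screen, raw or plate-pattern-corrected value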;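 note: 0% = DMSO wells with peroxide and 100% = DMSO wells without peroxide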
# Exocytosis inh: LAMP-1 surface exposure blockers, TALL-104 cells – cell-based, flow cytometry, MLPCN library, primary screen; AID 651702, 2012; inhibition, % at 10 µM; 360,000 compounds, 0.66% hits; TALL-104 LAMP-1 surface exposure; cells stimulated with thapsigargin and PMA;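 active = inhibition above about 55%, limit read from the data; inconclusive = no clear call, values can overlap the other calls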
# N-glyco inh: increase of ERlucT glycosylation luciferase signal, primary screen, N-linked glycosylation inhibitor project, D54 ERlucT cells, luminescence, set 2; 360,000 compounds, 0.23% hits; D54 ERlucT glycosylation luciferase reporter, 24 h; percent of 100 nM tunicamycin response; AID 588692, 2011; reporter increase, % at 12.5 µM;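 active = mean luciferase reporter signal, scaled so untreated is 0 and the glycosylation-blocking control 100, at or above a set limit in every replicate; inconclusive = mean reaches the limit but not every replicate does; inactive = mean below the limit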;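 note: luciferase carries N-glycosylation sites so blocking glycosylation raises the light; 0% = median of neutral control wells and 100% = median of 100 nM tunicamycin wells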
# ABHD5 PLIN5 PPI: ABHD5-PLIN5 interaction inhibitors, primary screen, cell lysate, split luciferase complementation, luminescence. Perilipin-5 (Homo sapiens) + 1-acylglycerol-3-phosphate O-acyltransferase ABHD5 (Homo …. Split G. princeps luciferase complementation, 4 h. inhibition, % at 4 µM. 360,000 compounds, 0.78% hits. AID 602281, 2012;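 active = inhibition above the mean inhibition across every tested compound plus 3 SD, cut at about 22% in these data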;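 note: 0% = DMSO only wells and the 100% control is not disclosed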
# Target sequence (Q00G26 whole entry, looked up): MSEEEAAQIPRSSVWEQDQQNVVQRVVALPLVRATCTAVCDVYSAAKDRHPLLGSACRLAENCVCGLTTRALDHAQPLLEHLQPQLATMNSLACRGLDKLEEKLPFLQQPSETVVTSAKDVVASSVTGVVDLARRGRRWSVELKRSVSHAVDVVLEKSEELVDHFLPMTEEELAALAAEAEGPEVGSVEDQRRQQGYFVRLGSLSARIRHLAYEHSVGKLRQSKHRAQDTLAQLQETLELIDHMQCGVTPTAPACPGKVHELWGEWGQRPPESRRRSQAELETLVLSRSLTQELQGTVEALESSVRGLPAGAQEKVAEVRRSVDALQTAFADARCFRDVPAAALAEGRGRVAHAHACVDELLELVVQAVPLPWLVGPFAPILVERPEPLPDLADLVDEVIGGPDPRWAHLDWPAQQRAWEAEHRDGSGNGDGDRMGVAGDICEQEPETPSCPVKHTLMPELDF
# Target sequence (Q8WTS1 whole entry, looked up): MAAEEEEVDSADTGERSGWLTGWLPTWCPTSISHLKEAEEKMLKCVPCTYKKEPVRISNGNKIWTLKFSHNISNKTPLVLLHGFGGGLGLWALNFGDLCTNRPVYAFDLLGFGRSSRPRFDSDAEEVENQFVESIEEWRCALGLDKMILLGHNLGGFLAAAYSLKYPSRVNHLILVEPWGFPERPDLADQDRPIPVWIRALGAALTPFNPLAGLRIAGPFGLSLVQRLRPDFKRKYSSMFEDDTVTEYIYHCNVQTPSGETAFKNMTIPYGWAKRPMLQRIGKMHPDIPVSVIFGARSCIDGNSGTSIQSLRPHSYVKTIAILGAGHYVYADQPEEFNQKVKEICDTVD
# Active calls of the source: *; ? = inconclusive; / = no result given.
SMILES,HTR2A ag,PDI turbidity,MC4R barr agon,ABCB6 inh 2,CaV13 ICDI inh,MC4R antagonist,H9c2 protect,Exocytosis inh,N-glyco inh,ABHD5 PLIN5 PPI
Cc1cc(C(=O)N/N=C/c2cccs2)no1,8,5,0.8,100,-5,21,0,0,3,6
O=C(Cc1ccccc1Cl)Nc1cccc(S(=O)(=O)N2CCOCC2)c1,-4,7,0.3,97,-3,9,9,-3,-3,3
Cc1nn(C)cc1C(=O)Nc1cc(Oc2ccc(Cl)cc2)cc([N+](=O)[O-])c1,-5,0,0.4,99,-5,-4,-13,-1,1,-5
CSc1ccc(/C=N\Nc2nncn2N)cc1,2,-1,-0.1,93,-5,4,-7,1,6,-20
Cc1ccc(C)c(Nc2nc3ccc(C)cc3n3cnnc23)c1,1,5,1.4,95,-3,-10,6,-3,11,6
Cc1cc(-c2nn3c(C)nnc3s2)ccc1NC(=O)C(C)(C)C,1,1,2.1,97,-6,10,1,-2,-11,2
COc1ccc(NC(=O)C2CCN(C(=O)c3cccs3)CC2)cc1,-6,1,-2.1,88,-6,2,8,1,0,-1
COc1ccc([C@H]2C[C@H](n3cc(COC(=O)c4ccccc4)nn3)[C@@H](O)CN2C(=O)c2cccs2)cc1,3,9,-0.9,99,-10,3,-5,-1,-1,2
O=C(C=Cc1cccnc1)c1ccccc1,1,0,-2.3,91,-9,5,-9,4,?,74*
CC1(C)CC(=O)C2=C(C1)Nc1[nH]n(-c3ccccc3)c(=O)c1C2c1ccc2c(c1)OCO2 (configuration not stated),-1,0,-1.6,94,-5,4,-2,-1,0,-9
CC(=O)NC1C(OCc2cccc(Br)c2)OC(COC(C)=O)C(OC(C)=O)C1OC(C)=O (configuration not stated),1,-2,-1.4,87,-3,9,-4,-1,1,6
Nc1ccc(CN2CCOCC2)cc1,3,0,-3.7,97,17,-4,3,-2,3,5
COC(=O)C1=C(C)N(c2ccc(OC)c(OC)c2)C(=O)/C1=C\c1cccs1,-4,-1,-1.1,101,-4,20,7,-5,0,1
CCC1=Nc2cc(C(=O)NCCN3CCOCC3)ccc2Sc2ccc(C)cc21,-8,-3,2.0,108,-2,3,-6,-2,0,6
CCOC(=O)c1[nH]c(=O)c2ccccc2c1O,-6,6,-0.4,100,-10,-1,7,0,1,-5
Cc1ccc(CNC(=O)C2CCN(S(=O)(=O)c3cnc[nH]3)CC2)cc1,4,-4,-1.6,93,/,-5,1,0,0,6
Cc1ccc(OCCCSc2n[nH]c(N)n2)cc1,-8,4,2.6,108,-6,13,2,-13,-3,1
CC(C)[C@H](NS(=O)(=O)c1ccc2c(c1)OCCO2)C(=O)OCC(=O)Nc1cc(Cl)ccc1Cl,-3,9,-0.7,97,-3,20,31,-2,-1,-4
O=C(NCC1CCCO1)c1cccc(NS(=O)(=O)c2ccccc2)c1 (configuration not stated),2,6,-0.5,100,-3,5,2,-4,1,-3
CCOC(=O)C1=CCN(S(=O)(=O)c2ccc(C)cc2)C1c1ccccc1 (configuration not stated),6,/,/,102,-7,/,-3,-1,1,2
O=C(Cn1ncc2c(=O)oc3ccccc3c21)N1CCN(c2ccccn2)CC1,5,-5,-2.5,90,-2,10,16,4,0,1
Cc1ccc(CN(C)C(=O)c2cccc(S(=O)(=O)N3CCCC3)c2)cc1,0,-8,-4.6,98,-5,-1,-3,2,1,-2
O=C(CN1CCc2ccccc2C1)N1CCN(S(=O)(=O)c2ccccc2)CC1,3,5,-0.1,100,-5,6,10,2,-2,4
COc1ccccc1CNC(=O)CCCc1ccccc1,9,0,-1.7,89,-4,-8,14,6,0,1
CC(C)CNc1ncnc2c1ncn2[C@H]1CN(Cc2ccc3c(c2)OCO3)C[C@@H](CO)O1,5,22,-0.9,89,-8,4,8,1,0,4
O=C1c2[nH]nc(-c3ccccc3O)c2C(c2ccc(F)cc2)N1CC1CCCO1 (configuration not stated),-2,-2,-2.6,100,-4,2,2,-1,2,-5
COc1ccccc1OC(=O)c1ccc2nsnc2c1,1,-9,-0.2,98,-10,3,-4,-4,4,4
CCSc1nnc(CNC(=O)C23CC4CC(CC(C4)C2)C3)n1Cc1ccccc1,-3,-5,-2.7,102,-15,8,-2,-1,-2,-6
N#Cc1c(NC(=O)c2ccc(Br)o2)n(-c2ccccc2)c2nc3ccccc3nc12,-2,11,-0.4,123,-1,12,-4,72*,1,-12
COCCCNC(=O)c1cc2c(=O)n(C)c3ccccc3c2n1C,9,/,0.7,94,-4,-2,19,-1,15,5
Cc1ccc2nc(C)cc(OCC(=O)O)c2c1,5,2,-3.0,96,-4,0,-3,6,0,3
O=C(NC1CCN(S(=O)(=O)c2ccc(Cl)c(F)c2)CC1)c1cccnc1,1,-8,-0.7,95,-7,9,-6,2,1,0
COc1ccc(NS(=O)(=O)c2cc3c(cc2C)N(C(C)=O)CCO3)cc1,-2,/,0.7,102,16,2,13,4,1,-9
Nc1nn2c(-c3ccccc3)cc(=O)[nH]c2c1N=Nc1ccc(O)cc1,-6,0,-1.9,103,-20,11,28,-6,0,-5
COC(=O)/C=C1/SC(=NC(=O)c2ccccc2)NC1=O,2,3,-3.4,97,-4,4,13,8,1,-12
COC(=O)C(CCSC)NC(=O)c1cc2c(n(-c3ccc(C)cc3)c1=O)CCCC2=O (configuration not stated),-5,-7,-1.4,95,-6,-3,-7,1,1,4
Cc1ccc2nc(NCc3ccccc3)c(C=NCc3ccccc3)c(=O)n2c1,0,-17,0.3,101,-8,3,-4,2,-1,1
C/C(=N/NC(=O)c1ccoc1C)c1cccc(NC(=O)C2CC2)c1,-1,4,-2.0,99,-2,-2,-1,-8,0,3
O=C(Nc1cccc([N+](=O)[O-])c1)c1cc(S(=O)(=O)Nc2ccccn2)ccc1Cl,-4,0,-0.8,92,-3,10,1,-16,1,2
COc1ccc(NC2CC(=O)N(c3cccc(C)c3)C2=O)cc1 (configuration not stated),3,3,-0.3,107,-2,8,-10,6,1,5
Cc1ccc(S(=O)(=O)NCCC(c2ccccc2)c2ccccc2)cc1C(=O)O,2,7,-0.3,99,5,11,-5,-3,-1,-3
COCCNC(=O)C(c1ccc(C)o1)N(C(=O)c1snc(C(N)=O)c1N)c1cc(C)cc(C)c1 (configuration not stated),1,-1,3.5,99,-6,9,4,1,3,-7
Cc1ccc(OCc2cc(C(=O)N3CCN(CC(=O)NC(C)C)CC3)no2)cn1,9,-5,-3.1,94,-7,0,3,-1,2,4
O=C(Nc1nnc(SCC(=O)N2CCCCC2)s1)C1CCCCC1,-1,1,0.9,92,-5,-1,3,5,-1,10
CCCCN1CCCCC1(C)C(=O)NCc1cccs1 (configuration not stated),5,-7,0.1,109,-7,-1,-3,3,0,12
Cc1ccccc1-c1cc(C(=O)NCc2ccc(OC(F)(F)F)cc2)n(CC2CC(c3cccnc3)=NO2)n1 (configuration not stated),4,2,1.5,102,-5,-5,5,1,-1,0
CC1(C)c2[nH]c3ccccc3c2C[C@H]2C(=O)N(CCCCCO)CC(=O)N21,2,2,-0.8,99,-5,9,2,2,-1,-2
COC(=O)c1ccc(/C=C/C(=O)OCC(=O)Nc2ncc(Cl)cc2Cl)cc1,5,1,-1.9,99,-21,18,-4,9,-2,-5
CN1CCN(C(=O)c2ccc(-c3cccs3)s2)CC1,-5,4,-0.3,92,-17,0,-8,-13,-5,-2
COn1c(-c2ccccc2)nc2ccc(Cl)cc21,2,-5,-0.9,97,-9,3,-7,0,1,0
CC(C)C(NS(=O)(=O)c1cccc2nsnc12)C(=O)Nc1nc2ccc(Cl)cc2s1 (configuration not stated),-1,-7,-1.3,105,-5,13,-22,-5,-3,11
COc1cccc(COC(=O)Cc2ccc(S(=O)(=O)N3CCOCC3)s2)c1OC,1,-6,-1.7,95,-5,10,-8,-2,1,4
CN1CCC=C(C(=O)N2c3ccccc3Sc3ccc(Cl)cc32)C1,-13,5,-3.0,99,-6,8,15,36,0,12
CSC(=NC#N)N1CCN(c2ccc(Cl)cc2)CC1,-1,-18,-0.9,97,-4,4,-2,-2,1,6
CCOc1ccc(CCNC(=O)CCS(=O)(=O)c2ccc(OC)cc2)cc1OCC,5,5,1.4,115,-19,6,-5,-13,2,-3
O=C(O)COc1ccc2c(c1)O/C(=C\c1cccs1)C2=O,2,-4,1.5,98,-3,-23,-15,3,1,0
Cc1[nH]c2ccccc2c1-c1csc(N)n1,6,-2,-1.4,105,-20,8,2,-6,16,-1
CCOC(=O)C1CCN(Cc2nc3ccccc3c(=O)n2-c2ccc(F)cc2)CC1,-8,-3,-0.7,96,-5,4,2,-4,3,0
CCC(Cc1ccccc1)NC(=O)C1CCCCC1 (configuration not stated),1,-8,0.5,96,-5,0,2,5,-1,6
Cc1ccc(C)c(S(=O)(=O)NC(C)C(=O)Nc2ccc(-c3nc4ccccc4s3)cc2)c1 (configuration not stated),5,-10,7.6,102,-7,2,-3,19,-1,-3

# A run of entries from the list above, for reference:
SMILES,HTR2A ag,PDI turbidity,MC4R barr agon,ABCB6 inh 2,CaV13 ICDI inh,MC4R antagonist,H9c2 protect,Exocytosis inh,N-glyco inh,ABHD5 PLIN5 PPI
Cc1cc(C(=O)N/N=C/c2cccs2)no1,8,5,0.8,100,-5,21,0,0,3,6
O=C(Cc1ccccc1Cl)Nc1cccc(S(=O)(=O)N2CCOCC2)c1,-4,7,0.3,97,-3,9,9,-3,-3,3

# (continued)
SMILES,HTR2A ag,PDI turbidity,MC4R barr agon,ABCB6 inh 2,CaV13 ICDI inh,MC4R antagonist,H9c2 protect,Exocytosis inh,N-glyco inh,ABHD5 PLIN5 PPI
Cc1ccc2cc(C#N)c(N3CCCC3)nc2c1C,0,5,1.3,108,1,1,0,7,5,-3
CC(C)CC(NC(=O)OCc1ccccc1)C(=O)NC(Cc1ccccc1)C(=O)CCl (configuration not stated),10,13,-0.7,105,-9,17,-19,50,12,24*
CCc1nc2c(OCCn3cccc3)cccn2c1N(C)C(=O)C1CC1,7,2,-1.0,99,-13,9,0,-7,0,-8
CCCN1C(=O)C2(SC(NC(C)=O)=NN2C(C)=O)c2cc(C)ccc21 (configuration not stated),7,0,0.7,101,-7,4,-3,-1,1,4
O=C(Nc1cccnc1)c1cc(-c2ccccc2)on1,-1,-9,-1.7,101,-5,-12,-22,9,0,1
